GLS inh: inhibitors of human glutaminase (GLS); GLS enzymatic activity, qHTS titration; AID 624170; Potency, µM (highest dose often 45.5 µM), inactives show top-dose activity change, negative = inhibition, actives largely listed as inhibitors; O94925; 0.21% of 410,000 active; further: on the % scale 0 is the no-effect control and ±100 the full control effect
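Compounds were pin-transferred onto hKGA, after which L-glutamine (1 mM solution) and a detection mix of glutamate oxidase, HRP and Amplex Red were added. Initial and 30 min RT fluorescence reads were collected.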
ERG-DNA inh: blocks human ERG Ets domain binding to DNA. Potency, µM (doses to about 76.9 µM), inactives show at the top dose FP activity, negative = inhibition, actives largely listed as inhibitors. fluorescence polarization, His-ERG Ets domain / labelled DNA. 0.028% of 370,000 active; active means well fitted inhibition curve with a large enough effect in the polarisation, with a control signal flat; inconclusive means small, poorly fitted or top-dose-only effect, or effect the other way, or a change in a side signal; inactive means no such curve, though single readings can be large or run the other way; the % refers to the polarisation;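 further: polarization taken with two DNA probes labelled with fluorescein and Texas red; % of control where 0% means no effect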
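His-tagged ERG Ets domain (1 uM in the protein solution; 300mM KCl, 50mM Tris-HCl, 1mM EDTA, 1mM DTT, pH 7.5) received compound, then a probe mix of 5 nM fluorescein-DNA and 100nM Texas-615-DNA. Fluorescence polarization was read for both dyes.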
HP1b chromo inh: HP1-beta chromodomain-methylated histone interaction inhibition; P83916; AlphaScreen HP1-beta / biotin-H3K9me3 peptide binding; Potency, µM (titrated, usually from 114 µM), inactives show top-dose activity change, negative = inhibition, usual class: inhibitors; 0.56% of 390,000 active; further: nearly all actives have a fitted effect of over 70% in size; inactives centre near 23
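Compound inhibition of the preformed complex between 50 nM HP1-beta and 50 nM biotinylated H3K9me3 peptide was read by AlphaScreen. Buffer was PBS pH 7.4 with 0.01% Tween-20. Incubations ran 30 min at room temperature, with 10 ug/mL donor/acceptor beads.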
12-LOX inh: blocks human arachidonate 12S-lipoxygenase; 1.1% of 580,000 active; AID 1671190; purified 12hLO, xylenol orange hydroperoxide absorbance; Potency, µM (titrated, usually from 108 µM), without a hit: at the top dose activity change, negative = inhibition, usual class: inhibitors; further: on the % scale 0 is the no-effect control and ±100 the full control effect
Target sequence (P18054 whole entry, looked up): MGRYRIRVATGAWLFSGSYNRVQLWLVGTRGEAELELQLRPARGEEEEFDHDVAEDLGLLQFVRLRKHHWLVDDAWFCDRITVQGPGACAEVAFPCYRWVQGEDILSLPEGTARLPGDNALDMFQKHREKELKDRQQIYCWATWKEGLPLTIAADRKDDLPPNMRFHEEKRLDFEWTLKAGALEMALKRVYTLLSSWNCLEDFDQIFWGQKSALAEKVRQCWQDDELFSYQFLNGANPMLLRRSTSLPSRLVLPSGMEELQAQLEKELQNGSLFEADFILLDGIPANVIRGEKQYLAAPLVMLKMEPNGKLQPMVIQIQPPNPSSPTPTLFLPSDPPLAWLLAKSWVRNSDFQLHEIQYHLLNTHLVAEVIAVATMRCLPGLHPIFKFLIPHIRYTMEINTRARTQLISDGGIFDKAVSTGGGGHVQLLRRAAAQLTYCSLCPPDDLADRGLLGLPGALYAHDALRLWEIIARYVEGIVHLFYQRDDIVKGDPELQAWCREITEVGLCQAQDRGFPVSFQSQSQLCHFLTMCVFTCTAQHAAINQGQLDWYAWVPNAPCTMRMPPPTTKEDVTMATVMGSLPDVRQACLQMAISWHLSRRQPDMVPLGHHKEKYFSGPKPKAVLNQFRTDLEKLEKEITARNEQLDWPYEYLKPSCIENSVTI
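Purified human 12hLO (150 nM final) in 25 mM Hepes, 0.01% Triton X-100, pH 7.0 was preincubated 15 min at room temperature with compound. Then 40 uM arachidonic acid was added, 30 min. Hydroperoxide was read by Fe-XO absorbance ratio 573/405 nm.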
rTrxR1 inhibitor: inhibitors of rat thioredoxin reductase 1 | 1% of 390,000 active | Potency, µM (highest dose often 114 µM), for the others: at the highest dose activity change, negative = inhibition, actives largely listed as inhibitors | AID 588453 | O89049 | recombinant rTrxR1, NADPH fluorescence consumption, selenite substrate; further: on the % scale 0 is the no-effect control and ±100 the full control effect; nearly all actives have a fitted effect of over 65% in size
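Rat TrxR1 (90 nM in the dispensed reagent) was pre-reduced with 400 uM NADPH for 5 min at room temperature, then incubated with compound for 15 min. After 400 uM selenite was added, NADPH fluorescence (Ex 340/Em 450 nm) was followed for 8 min.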
Pin1 inhibitor: human Pin1 inhibition; 0.009% of 390,000 active; Potency, µM (highest dose often 115 µM), without a hit: at the highest dose activity, negative = inhibition, actives largely listed as inhibitors; Q13526; Pin1 FP peptide displacement, HiFluor488, 10 min; active means well fitted inhibition curve with a large enough effect in the polarisation, with a control signal flat, not every such curve was filed as active; inconclusive means small, poorly fitted or top-dose-only effect, or effect the other way, or a change in a side signal; inactive means no such curve, though single readings can be large or run the other way; the % refers to the polarisation; further: on the % scale 0 is the no-effect control and ±100 the full control effect
Target sequence (Q13526 whole entry, looked up): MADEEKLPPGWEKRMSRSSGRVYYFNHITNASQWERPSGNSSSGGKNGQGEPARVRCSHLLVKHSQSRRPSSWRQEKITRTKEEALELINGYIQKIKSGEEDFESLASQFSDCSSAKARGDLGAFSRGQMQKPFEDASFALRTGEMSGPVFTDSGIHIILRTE
PGK inhibitor: T. brucei PGK inhibition. P07378. PGK/GAPDH coupled, Kinase-Glo luminescence, 60 min. Potency, µM (series often up to 57.5 µM), for inactives: top-dose activity change, negative = inhibition, usual class: inhibitors. 0.043% of 380,000 active; further: on the % scale 0 is the no-effect control and ±100 the full control effect; nearly all actives have a fitted effect of over 60% in size
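Luminescent ATP detection (Kinase-Glo Plus) follows a 60-minute room-temperature incubation, with wells lacking PGK as controls. Buffer: 100 mM TEA (pH 7.6), 5 mM MgCl2, 0.01% Tween-20. Coupling enzyme GAPDH (100 nM final) supplies unstable 1,3-BPG in-well.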
JMJD2A Tudor: JMJD2A Tudor domain (human) inhibition; O75164; AlphaScreen JMJD2A-Tudor / H3K4me3 peptide binding; Potency, µM (series often up to 114 µM), inactives show at the top dose activity change, negative = inhibition, actives largely listed as inhibitors; 4.4% of 390,000 active; AID 504339; further: on the % scale 0 is the no-effect control and ±100 the full control effect; nearly all actives have a fitted effect of over 50% in size
RGS4 inhibitor: blocks human RGS4-accelerated GTP hydrolysis | 0.039% of 390,000 active | Transcreener GDP fluorescence polarization, RGS4-accelerated GTP hydrolysis | P49798 | Potency, µM (highest dose often 114 µM), without a hit: at the highest dose activity change, negative = inhibition, actives largely listed as inhibitors; further: on the % scale 0 is the no-effect control and ±100 the full control effect; nearly all actives have a fitted effect of over 75% in size; some results filed as inactive show a strong effect at the top dose
Target sequence (P49798 whole entry, looked up): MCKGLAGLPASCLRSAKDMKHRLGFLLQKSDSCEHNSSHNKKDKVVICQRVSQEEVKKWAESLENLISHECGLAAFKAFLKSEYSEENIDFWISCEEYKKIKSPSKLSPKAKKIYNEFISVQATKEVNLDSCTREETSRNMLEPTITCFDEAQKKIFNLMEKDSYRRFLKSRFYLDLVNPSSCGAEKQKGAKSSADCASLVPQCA
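MLSMR compounds (23 nl, pin-transferred) preincubated 10 min at room temperature with a 500nM (2x) first reagent, then RGS4 at 900nM (2x) plus Transcreener GDP mix added; fluorescence polarization (620/688 nm) read before and after 90 min at 30 °C.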
Active calls of the source: *; i = inactive; u = inconclusive; x = no result given; [ ] = another dose, or the depositor's remark. Unless noted, the call rests on the fitted dose curve; in most records, active means well fitted curve in the direction sought with a large enough effect; inconclusive means small, poorly fitted or top-dose-only effect, or another doubt; inactive means no such curve, though single readings can be large; an effect the other way counts as inactive or inconclusive. Potency means the concentration at half of the fitted maximal effect. The list is partial; the hit share may differ from the screen's.

SMILES	GLS inh	ERG-DNA inh	HP1b chromo inh	12-LOX inh	rTrxR1 inhibitor	Pin1 inhibitor	PGK inhibitor	JMJD2A Tudor	RGS4 inhibitor
COc1ccc(C(=O)N=c2sc3c(C)ccc(OC)c3n2C)cc1OC	1%	-10%	27%	17%	34%	4%	7%	-20%	9%
CCC(C)NC(=O)c1ccc2c(Cl)c3c(nc2c1)CCC3 (configuration not stated)	0%	1%	60%[activator]	7%	-17%	-2%	-3%	-6%	-4%
CC(=O)c1cccc(CN2CCC(CO)(CCCc3ccccc3)CC2)c1	4%	-5%	40%[activator]	-4%	18%	-9%	3%	-13%	4%
CC(=O)c1cccc(NC(=S)N2c3ccccc3CC2C)c1 (configuration not stated)	0%	5%	34%	12%	18%[57.1 µM]	25%	0%	-13%[57.1 µM]	0%
FC(F)(F)c1ccccc1NC(=S)N1CCN(Cc2ccc3c(c2)OCO3)CC1	16%	2%	39%[activator]	-61%	-31%	-6%	-14%	-14%	-25%
COc1ccccc1-c1nnc(N(C)C(=O)C2CCCO2)s1 (configuration not stated)	9%	5%	52%[activator]	0%	-12%	-3%	i	-21%	-28%
CC1CCN(CCCNC(=O)c2cc3c(=O)n(C)c4ccccc4c3n2C)CC1	-3%	-1%	53%[activator]	244%[activator]	4%	u	1%	-14%	7%
C=CCNC(=O)c1ccccc1NC(=O)c1ccccc1N(C)S(C)(=O)=O	-3%	7%	19%	-6%	5%[57.1 µM]	-5%	7%	-10%	-6%
O=S(=O)(NCC(c1cccs1)S(=O)(=O)c1ccccc1)c1ccc(F)c(C(F)(F)F)c1 (configuration not stated)	1%	-1%	17%	u	-6%[57.1 µM]	11%	2%	-9%	16%
CC(C)(CO)NCc1c(OCc2ccc(Cl)cc2)ccc2ccccc12	10%	11%	20%	u	19%	-3%	2%	-15%	34%
O=C(CCCN1C(=O)CCC1=O)Nc1ccc2c(c1)OCO2	-1%	8%	21%	4%	8%	-10%	-8%	-7%	-3%
NC(=O)C1=C(N=C2CCCCC2)CCCC1	7%	-4%	30%[activator]	3%	8%[11.4 µM]	-1%	2%	-6%	-4%
COc1cc(OC)cc(C(=O)Nc2ccccc2S(=O)(=O)N2CCCC2OC(C)=O)c1 (configuration not stated)	-2%	6%	31%	0%	13%	1%	-2%	-3%	-15%
CN(Cc1ccccc1F)c1nc(-c2cccs2)nc2ccccc12	15%	1%	122%[activator]	-10%	19%[57.1 µM]	3%	0%	84%[activator]	17%
CCN(CC)C(=O)C1CCN(C(=O)c2oc3ccc(C)cc3c2C)CC1	-11%	9%	34%	12%	-17%	-5%	-1%	-15%	-19%
COc1ccc(NC(=S)NNC(=O)C2CC2c2ccc(C)cc2)cc1 (configuration not stated)	11%	-6%	23%	u	-15%	1%	-1%	8%[57.1 µM]	-26%
O=C(NCC1CCCO1)c1ccccc1OCc1ccc(Cl)cc1 (configuration not stated)	18%	x	25%	1%	12%	-5%	i	-5%	-11%
CCOc1cccc2c1OC1(C)CC2NC(=O)N1c1ccc(OC)cc1 (configuration not stated)	-28%	1%	-6%	0%	16%[57.1 µM]	0%	-15%	-18%[11.4 µM]	-44%[11.4 µM]
CC1CCCCC1NC(=O)COc1ccc(C#N)cc1 (configuration not stated)	-1%	-2%	-2%	-3%	17%[57.1 µM]	0%	i	-14%	15%
COC(=O)c1cc(S(=O)(=O)NCCCc2ccco2)c[nH]1	16%	-1%	17%	-24%	2%	-1%	-4%	-12%	19%
Cc1ccc2oc(C(=O)NCCC3CCCCO3)c(C)c2c1 (configuration not stated)	-3%	7%	22%	-2%	15%	-4%	i	7%	-42%
Cn1cnnc1SCC(=O)Nc1cc(S(=O)(=O)N2CCCCC2)ccc1Cl	12%	-10%	0%	20%	19%	-6%	-6%	-16%	9%
Cc1sc(NC(=O)C2CCCCC2C(=O)O)c(C(N)=O)c1-c1ccc(C(C)(C)C)cc1 (configuration not stated)	16%	1%	-31%	-7%	26%[57.1 µM]	-1%	-4%	-19%	u
COc1ccc(CN(C(=O)c2ccc(OCC(C)C)cc2)C2CCS(=O)(=O)C2)cc1 (configuration not stated)	-7%	7%	2%	-22%	-18%	u	-2%	-26%	8%
Cn1c(=O)c2c(nc(Oc3ccc(C#N)cc3)n2Cc2ccc(Cl)cc2Cl)n(C)c1=O	0%	4%	24%	-13%	1%	2%	7%	-15%	15%

One compound at a time, as listed above:
Shown for CC(=O)c1cccc(NC(=S)N2c3ccccc3CC2C)c1 (configuration not stated) : GLS inh = 0%; ERG-DNA inh = 5%; HP1b chromo inh = 34%; 12-LOX inh = 12%; rTrxR1 inhibitor = 18%[57.1 µM]; Pin1 inhibitor = 25%; PGK inhibitor = 0%; JMJD2A Tudor = -13%[57.1 µM]; RGS4 inhibitor = 0%
Shown for CC1CCCCC1NC(=O)COc1ccc(C#N)cc1 (configuration not stated) : GLS inh = -1%; ERG-DNA inh = -2%; HP1b chromo inh = -2%; 12-LOX inh = -3%; rTrxR1 inhibitor = 17%[57.1 µM]; Pin1 inhibitor = 0%; PGK inhibitor = i; JMJD2A Tudor = -14%; RGS4 inhibitor = 15%

An excerpt of these results, with the structure last.
GLS inh | ERG-DNA inh | HP1b chromo inh | 12-LOX inh | rTrxR1 inhibitor | Pin1 inhibitor | PGK inhibitor | JMJD2A Tudor | RGS4 inhibitor | compound
18% | x | 25% | 1% | 12% | -5% | i | -5% | -11% | O=C(NCC1CCCO1)c1ccccc1OCc1ccc(Cl)cc1 (configuration not stated)
-28% | 1% | -6% | 0% | 16%[57.1 µM] | 0% | -15% | -18%[11.4 µM] | -44%[11.4 µM] | CCOc1cccc2c1OC1(C)CC2NC(=O)N1c1ccc(OC)cc1 (configuration not stated)

New compounds follow.
SMILES	GLS inh	ERG-DNA inh	HP1b chromo inh	12-LOX inh	rTrxR1 inhibitor	Pin1 inhibitor	PGK inhibitor	JMJD2A Tudor	RGS4 inhibitor
CCCn1c(C(O)c2ccc3c(c2)OCO3)nc2ccccc21 (configuration not stated)	6%	x	19%	8%	9%	0%	-5%	-30%	2%
CCC(C(=O)NCc1ccncc1)c1ccccc1 (configuration not stated)	0%	-16%	27%	-2%	2%	7%	-4%	-1%	4%
CCC(C)NC(=O)c1csc2c1CCCCC2 (configuration not stated)	-2%	-1%	11%	-6%	2%	-2%	2%	-9%	-10%
COC(=O)c1nc2n(n1)C(c1cccc(Cl)c1)C(C(=O)Nc1ccccc1OC)=C(C)N2 (configuration not stated)	9%	14%	41%[activator]	-21%	19%	7%	-8%	0%	-5%
Nc1ncc(Br)cc1S(=O)(=O)NCCC(=O)N1CCN(c2ncccn2)CC1	1%	-4%	17%	54%	6%	3%	-3%	18%	-23%
CC1=NN(C(N)=S)C(=O)C1N=Nc1c(Cl)cc([N+](=O)[O-])cc1Cl (configuration not stated)	0%	-10%	u	u	-16%	-5%	-11%	28µM*	u
CC(C)Cn1c(-c2cc([N+](=O)[O-])ccc2Cl)nc2c1c(=O)[nH]c(=O)n2Cc1ccccc1	3%	1%	-19%	-8%	-11%	0%	-3%	u	6%
CCOC(=O)C1CCCN(Cc2nc3ccc([N+](=O)[O-])cc3c(=O)n2-c2ccc(OC)cc2OC)C1 (configuration not stated)	-27%	-19%	-7%	0%	u	u	-8%	u	1%
C/C(=N\NC(=O)c1cc2ccccc2cc1O)c1ccc(C)o1	-22%	7%	7%	0%	12%[57.1 µM]	22%	-5%	-33%	-24%
Cn1ccnc1SCC(=O)c1c[nH]c2ccccc12	0%	2%	23%	3%	1%[57.1 µM]	0%	-8%	u	24%
COC(=O)COc1ccc(S(=O)(=O)N2CCCCC2)cc1[N+](=O)[O-]	12%	-13%	0%	-1%	-8%[57.1 µM]	-5%	-2%	-12%	32%
O=C(Cn1cnc2scc(-c3ccccc3)c2c1=O)N1CCOCC1	-10%	-3%	32%[activator]	-7%	8%	4%	i	12%	-17%
CCN(c1ccccc1)S(=O)(=O)c1ccc(C(=O)NCC(=O)Nc2ccc(F)c(F)c2F)cc1	0%	3%	46%[activator]	3%	2%	-2%	-7%	-13%	4%
O=S(=O)(c1ccc(Cl)s1)N1CCN(C/C=C/c2ccccc2)CC1	5%	-2%	u	u	18%	-14%	-10%	1µM*	11%
Cc1c(C(=O)O)cccc1-c1ccc(/C=C2\SC(=O)NC2=O)o1	34%[activator]	10%	17%	-18%	-1%	-20%	-2%	-28%	-7%
CC1CC(C)CN(CCCNC(=O)c2csc3c2CCCCC3)C1 (configuration not stated)	-6%	-7%	35%	10%	20%	5%	8%	-5%	12%
Cc1cc(C)cc(NC(=O)CCN2C(=O)c3ccccc3S2(=O)=O)c1	-4%	0%	42%[activator]	8%	13%[57.1 µM]	1%	-1%	-8%	21%
CCCCOc1cccc(C(=O)N(Cc2cccs2)c2ccc(OC)cc2)c1	7%	6%	85%[activator]	-3%	42%[activator]	18%	x	56%[activator]	14%
Cc1[nH]n(-c2ccccc2)c(=O)c1C=Nc1ccc(S(N)(=O)=O)cc1	7%	-7%	-15%	1%	0%	-7%	-8%	-16%	0%
Cn1nnc2cc(C(=O)NCc3ccc4c(c3)OCO4)ccc21	-9%	-20%	25%	-7%	13%	0%	-8%	10%	-25%
CC(=O)c1ccc(NC(=S)N2CCN(CCN3C(=O)c4cccc5cccc(c45)C3=O)CC2)cc1	-4%	-4%	15%	-14%	-19%	-3%	i	u	-23%
Brc1cc2c(cc1/C=N/Nc1nc(N3CCCC3)nc(N3CCOCC3)n1)OCO2	0%	-4%	7%	-9%	-1%	0%	-7%	-27%	-20%
CN(Cc1ccccc1)S(=O)(=O)c1ccc2c(c1)n(C)c(=O)c(=O)n2C	0%	2%	21%	-1%	-14%	6%	2%	3%	-4%

Bioassay records as filed in PubChem BioAssay.
